pAkt inh – HTS Assay for Inhibitors of Akt Phophorylation: Primary Screen; Neuro2A IGF-stimulated pAkt S473 HTRF, 20 min; stronger effect = lower value; activity change, % for hits at 50 µM; 0.32% of 360,000 active; AID 651550, 2012; in the data active means activity change below about -80%; inconclusive means mostly about -51% to -80%; further: on the % scale 0 is the no-effect control and ±100 the full control effect
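Neuro2A cells (4,500/well, DMEM with 0.5% FBS) were treated with compound at a single 50 µM final concentration, stimulated with 6 nM IGF for 20 min at 37 °C, and lysed. Phospho-Akt Ser473 was read by HTRF as 665/615 ratio ×10^4.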
PTHR1 agonist – qHTS for PTHR1 Agonists: Primary Screen | Parathyroid hormone/parathyroid hormone-related peptide receptor (Homo sapiens), Q03431 | HEK293 GP2 PTHR1 cells, GloSensor cAMP luminescence, 1 h | Potency, µM (series often up to 115 µM), without a hit: top-dose activation, actives largely listed as activators | 0.075% of 410,000 active; further: potency means the concentration at half of the fitted maximal effect; nearly all actives have a fitted effect of over 55% in size; some results filed as inactive show a strong effect at the top dose; inactives centre near -15; many of its hits are not listed in these tables
Target sequence (Q03431 whole entry, looked up): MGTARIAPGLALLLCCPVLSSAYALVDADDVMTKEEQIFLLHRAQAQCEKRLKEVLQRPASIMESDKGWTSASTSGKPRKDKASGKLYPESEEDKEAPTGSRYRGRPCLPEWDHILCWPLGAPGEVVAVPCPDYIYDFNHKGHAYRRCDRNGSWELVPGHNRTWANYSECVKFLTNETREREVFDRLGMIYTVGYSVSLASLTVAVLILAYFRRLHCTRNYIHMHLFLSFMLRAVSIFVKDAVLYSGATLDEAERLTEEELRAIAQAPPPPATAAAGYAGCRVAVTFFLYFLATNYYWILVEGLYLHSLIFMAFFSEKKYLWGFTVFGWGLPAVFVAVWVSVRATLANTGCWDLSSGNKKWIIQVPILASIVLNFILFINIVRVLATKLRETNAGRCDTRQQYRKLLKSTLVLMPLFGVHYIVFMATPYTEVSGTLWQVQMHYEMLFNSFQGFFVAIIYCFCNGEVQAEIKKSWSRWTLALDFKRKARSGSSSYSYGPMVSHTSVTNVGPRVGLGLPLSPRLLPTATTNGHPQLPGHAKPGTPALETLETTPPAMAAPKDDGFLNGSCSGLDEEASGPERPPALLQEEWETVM
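HEK-293-derived GP2 cells expressing PTHR1 and a GloSensor cAMP reporter, 3,000/well, plated overnight, given luciferin plus IBMX (each 0.5 mM as added) for 1 h at 37 °C, then compound for 1 h at 37 °C. Luminescence was read after 15 min at room temperature.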
FUS yeast rescue – qHTS for Suppressors of FUS Proteinopathy: Primary screen using FUS-linked yeast assay | S. cerevisiae FUS-expressing, growth rescue, OD600, 24 h | Potency, µM (titrated, usually from 76.6 µM), for inactives: top-dose growth rescue (activation), most hits filed as activators | 0.24% of 390,000 active;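 further: potency means the concentration at half of the fitted maximal effect; plate controls were DMSO vehicle for no effect and reference control for full effect; nearly all actives have a fitted effect of over 55% in size; some results filed as inactive show a strong effect at the top dose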
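Restored growth of FUS-toxic S. cerevisiae, read as 600 nm absorbance after 24 h at 30C in galactose medium (starting OD 0.005). Controls CP55940 and DMSO.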
Abeta rescue – qHTS for compounds that reverse cellular toxicity of Amyloid beta (A-beta) peptide in yeast: Primary Screen; yeast expressing A-beta42, growth rescue, OD600, 48 h; response scale: 0% DMSO, 100% iron-clioquinol control; Potency, µM (series often up to 46.1 µM), inactives show at the top dose growth rescue, usual class: activators; 0.063% of 410,000 active; further: potency means the concentration at half of the fitted maximal effect; nearly all actives have a fitted effect of over 55% in size
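Yeast growth medium received pinned compounds, then yeast cells expressing toxic A-beta were added; plates incubated at 30 C for 48 hr. Growth read as absorbance at 600 nm, normalized to DMSO and equimolar FeCl3 plus clioquinol controls.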
HEK293 tox – qHTS of GLP-1 Receptor Inverse Agonists: Cytotox Screen; AID 624418, 2012; HEK293 cAMP-luciferase reporter cells, luminescence, 24 h; 0.13% of 410,000 active; Potency, µM (highest dose often 38.3 µM), inactives show top-dose activity change, negative = inhibition, actives largely listed as inhibitors;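 further: loss of luciferase light is scored as toxicity; potency means the concentration at half of the fitted maximal effect; on the % scale 0 is the no-effect control and ±100 the full control effect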
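Seeding density was 200 cells/uL; after overnight-length (12 h) culture, 23 nL compounds went on for 24 h at 37 °C. Readout used a luciferase detection reagent, luminescence taken after 12 min at room temperature.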
TDP43 rescue – qHTS of TDP-43 Inhibitors. AID 652104, 2013. 1.8% of 410,000 active. TDP-43 expressing yeast growth rescue, BacTiter-Glo, 24 h. Potency, µM (top dose mostly 46.1 µM), for the others: top-dose growth rescue (activation), usual class: activators; further: potency means the concentration at half of the fitted maximal effect; % of control where 0% means no effect; nearly all actives have a fitted effect of over 50% in size
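Yeast cells expressing TDP-43 under galactose induction are exposed to compounds for 24 hr at 30 deg C. BacTiter-Glo luminescence measures growth, so protective compounds score as activators.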
GLP1R inv ag – qHTS of GLP-1 Receptor Inverse Agonists (Inhibition Mode); Glucagon-like peptide 1 receptor (Homo sapiens), P43220; HEK293 GLP-1R CRE-luciferase, luminescence, 24 h; GLP-1R form is constitutively active; Potency, µM (series often up to 38.3 µM), without a hit: top-dose activity change, negative = inhibition, most hits filed as inhibitors; 1.6% of 410,000 active; AID 624417, 2012; further: potency means the concentration at half of the fitted maximal effect; on the % scale 0 is the no-effect control and ±100 the full control effect; nearly all actives have a fitted effect of over 55% in size
Target sequence (P43220 whole entry, looked up): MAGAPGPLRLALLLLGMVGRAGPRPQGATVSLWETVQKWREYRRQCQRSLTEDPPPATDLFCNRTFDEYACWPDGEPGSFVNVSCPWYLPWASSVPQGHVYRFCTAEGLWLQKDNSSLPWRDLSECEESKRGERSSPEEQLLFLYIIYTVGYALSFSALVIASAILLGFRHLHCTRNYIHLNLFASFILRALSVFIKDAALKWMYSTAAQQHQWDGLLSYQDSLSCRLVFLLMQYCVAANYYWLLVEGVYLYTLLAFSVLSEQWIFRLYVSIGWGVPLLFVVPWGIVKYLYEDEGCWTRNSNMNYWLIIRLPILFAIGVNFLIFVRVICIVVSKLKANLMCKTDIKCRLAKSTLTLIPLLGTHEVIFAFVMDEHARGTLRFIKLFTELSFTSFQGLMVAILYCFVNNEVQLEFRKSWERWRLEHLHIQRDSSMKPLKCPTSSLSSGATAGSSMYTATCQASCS
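HEK293 cells stably co-expressing a cAMP-responsive luciferase reporter and constitutively active GLP-1R were seeded, incubated 12 h, then exposed to compounds for 24 h at 37 C. Luminescence was read 12 min after detection reagent; inverse agonists lower signal.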
aSyn rescue – qHTS of alpha-syn Inhibitors. Yeast expressing alpha-synuclein, growth rescue, BacTiter-Glo, 24 h. Potency, µM (top dose mostly 46.1 µM), inactives show at the top dose growth rescue (activation), hits mostly activators. 0.14% of 370,000 active; further: potency means the concentration at half of the fitted maximal effect; % of control where 0% means no effect; nearly all actives have a fitted effect of over 65% in size
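Galactose-induced alpha-syn yeast (OD600=0.02, raffinose-pregrown) + pinned cpd, 24 hr, 30 deg C; growth by BacTiter-Glo luminescence. Growth restoration scores as activation.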
MmCpn inh – Inhibitors of TCP-1 ring complex (TRiC) of Methanococcus maripaludis (MmCpn): qHTS; Chaperonin Mm-Cpn (Methanococcus maripaludis); purified Mm-Cpn ATPase, ADP Transcreener TR-FRET; Potency, µM (top dose mostly 76.9 µM), inactives show top-dose activity, negative = inhibition, most hits filed as inhibitors; 0.031% of 330,000 active; further: potency means the concentration at half of the fitted maximal effect; on the % scale 0 is the no-effect control and ±100 the full control effect; nearly all actives have a fitted effect of over 80% in size
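Inhibition of chaperonin ATP hydrolysis is measured as reduced ADP production, detected by competitive TR-FRET in which signal falls with ADP. Final enzyme 25 nM and ATP 10 uM, reacted 30 min at 37°C.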
The depositor's hits bear a star; i = inactive; ? = inconclusive; nt = no result given; & = joins results of further samples; [ ] = another dose, or the depositor's remark. Unless noted, the call rests on the fitted dose curve; in most records, active means well fitted curve in the direction sought with a large enough effect; inconclusive means small, poorly fitted or top-dose-only effect, or another doubt; inactive means no such curve, though single readings can be large; an effect the other way counts as inactive or inconclusive. Some of the compounds tested; rates above refer to the full screens.

no.	Compound	TDP43 rescue	HEK293 tox	FUS yeast rescue	MmCpn inh	pAkt inh
1	COc1ccc(CCC(=O)Nc2nc3ccccc3[nH]2)cc1OC	16%	0%	?	-2%	i
2	O=C(CSc1nnc2ccccn12)Nc1cccc(S(=O)(=O)N2CCOCC2)c1	15%	38%[activator]	nt	-2%	i
3	CCOC(=O)C1CCN(C(=O)Cn2nc(CC)n3cccc3c2=O)CC1	6%	-3%	-13%	-7%	i
4	O=C(NCCc1ccccn1)c1ccc2nc(Cc3ccccc3F)oc2c1	-21%	6%	nt	2%	i
5	CC(NC(=O)c1cccc(OC2CCN(C3CCN(C)CC3)CC2)c1)c1ccccc1 (stereo not drawn)	4%	-3%	-11%	-3%	nt
6	CN(C)C(=O)C[n+]1ccc(C(N)=O)cc1	-12%	10%	11%	0%	i
7	CCOc1cc(CN2CCN(C(=O)CC(C)C)CC2)ccc1OC	0%	-6%	-18%	-23%	i
8	NC(=O)C1CCN(C(=O)c2ccc([N+](=O)[O-])cc2NC(=O)c2cccs2)CC1	-12%	5%	18%	2%	i
9	Cc1ccc(CSc2nnc(-c3ccccn3)n2N)cc1	-12%	4%	4%	-2%	i
10	O=C(NCc1ccc(Cl)cc1)C1CCN(S(=O)(=O)c2ccccc2)CC1	7%&10%	-5%&9%	10%&-13%	3%	i
11	CCOC1=C2[C@@H](CN(S(=O)(=O)c3ccc(C)cc3)[C@H]2c2cccc3ccccc23)[C@H]2C(=O)N(Cc3ccccc3)C(=O)[C@H]2C1	19%	-6%	?	nt	i
12	Cc1ccc(C)c(NC(=O)Cn2nc([N+](=O)[O-])c(Br)c2C)c1	10%	14%	nt	2%	i
13	CC(C)Cc1nn2c(N)c(/C=C3\C=Nc4ccccc43)c(=O)nc2s1	-1%	-16%	17%	0%	i
14	CCN1C(=O)C(O)(CC(=O)c2ccc3c(c2)OCCO3)c2ccccc21 (stereo not drawn)	?	3%	-27%	3%	i
15	Cc1cc(C(=O)OCC(=O)NNC(=O)c2cccs2)ccc1[N+](=O)[O-]	2%	17%	11%	-1%	i

no.	Abeta rescue	PTHR1 agonist	aSyn rescue	GLP1R inv ag
1	4%	i	0%	-9%
2	8%	i	-1%	0%
3	11%	0%	2%	-12%
4	0%	-81%[inhibitor]	8%	7%
5	-9%	17%	-1%	?
6	1%	6%	-13%	5%
7	13%	i	-5%	-1%
8	-2%	i	0%	20%
9	-11%	-26%	1%	18%
10	19%&-5%	-24%&-90%	-3%	?
11	-1%	-21%	3%	-17%
12	0%	-21%	-1%	7%
13	5%	i	0%	?
14	17%	i	11%	3%
15	2%	i	1%	28%

(continued)
no.	Compound	TDP43 rescue	HEK293 tox	FUS yeast rescue	MmCpn inh	pAkt inh
16	CCCCCCNC(=O)c1cc(-c2ccco2)nc2ccccc12	?	-8%	?	-4%	i
17	Cc1cccc(Cl)c1NC(=O)NCCCN1CCCCC1C (stereo not drawn)	24%	-10%	-10%	nt	i
18	COc1ccc(NC2CCCN(C(=O)CCc3scnc3C)C2)cc1 (stereo not drawn)	-9%	6%	nt	1%	i
19	Cc1c(OCC(=O)NCCCN2CCOCC2)ccc2c(-c3ccccc3)cc(=O)oc12	10%	-9%	1%	-2%	i
20	CCCNS(=O)(=O)c1cccc(C(=O)NNC(=O)c2cc(C)oc2C)c1	15%	-10%	-1%	-2%	i
21	Cc1ccc(-c2ccc(=O)n(CCC(=O)NCc3ccccn3)n2)cc1	18%	-12%	7%	-2%	i
22	COc1ccccc1C(=O)NCC(=O)N/N=C(\C)Cc1ccccc1	10%	5%	-15%	0%	i
23	O=C(CN1C(=O)COc2ccc(S(=O)(=O)NC3CCCC3)cc21)Nc1ccc(Cl)cc1	16%	-10%	-12%	nt	nt
24	Cc1ccc(NC(=O)CN2C(=O)S/C(=C/c3ccncc3)C2=O)cc1	-1%	?	18%	2%	i
25	COCCNC(=O)C1(C)CCN(Cc2csc(-c3ccc(Cl)cc3)n2)C1 (stereo not drawn)	6%	2%	-5%	nt	i
26	COC(=O)CC1=NN(c2ccccc2)C(=O)C1	-6%	18%	8%	-1%	i
27	CCC(C)n1c(SCc2ccc([N+](=O)[O-])cc2)nc2ccsc2c1=O (stereo not drawn)	5%	10%	8%	-3%	i
28	COc1cc(C2NC(=O)NC(C)=C2C(=O)Nc2cccc(C)c2C)cc(OC)c1OC (stereo not drawn)	3%	-4%	4%	?	i
29	O=C(CSc1nnc(Cc2cccs2)n1-c1ccccc1)NC1CCCCC1	3%	-15%	21%	1%	i
30	COc1cccc(NC(=O)CSc2nncn2N)c1	3%	0%	-43%	-4%	i

no.	Abeta rescue	PTHR1 agonist	aSyn rescue	GLP1R inv ag
16	9%	i	1%	1%
17	-18%	-12%	-6%	-2%
18	-6%	i	-9%	14%
19	-3%	i	-1%	7%
20	11%	-25%	5%	-13%
21	-6%	-36%[inhibitor][57.5 µM]	-13%	-4%
22	15%	i	-2%	7%
23	-5%	-5%	nt	?
24	5%	i	-4%	6%
25	-14%	i	13%	-20%
26	2%	-18%	0%	-11%
27	-2%	-7%	0%	?
28	7%	i	2%	18%
29	21%	-9%[57.5 µM]	4%	1.4µM*
30	-5%[9.22 µM]	i	-3%	1%

(more compounds)
no.	Compound	TDP43 rescue	HEK293 tox	FUS yeast rescue	MmCpn inh	pAkt inh
31	CN(C)S(=O)(=O)Nc1cccc(NC(=O)CC23CC4CC(CC(C4)C2)C3)c1	9%	0%	17%	1%	i
32	Cc1ccc(-c2nc(C)c(CCNC(=O)c3cccs3)s2)cc1	16µM*	12%	28%	nt	nt
33	Fc1ccc(C2CC(c3cccs3)=NN2C(=S)Nc2ccccc2)cc1 (stereo not drawn)	8%	2%	nt	?	i
34	CN(C)CCCN(C(=O)c1ccco1)c1nc2ccc(Br)cc2s1	-23%	?	6%	0%	i
35	CCOC(=O)Cn1c(N)c(C(=O)OC)sc1=S	9%	-5%	28%	0%	i
36	Cc1ccc(NC(=O)COC(=O)C2=NN(c3ccccc3)C(=O)CC2)c(Br)c1	14%	6%	nt	-1%	i
37	COc1cc(S(=O)(=O)NCCOC23CC4CC(CC(C4)C2)C3)c(OC)cc1Cl	-23%	5%	nt	-2%	i
38	NC(=O)CSc1nc2ccc([N+](=O)[O-])cc2[nH]1	-8%	-4%[0.307 µM]	6%	-3%	i
39	CC(/C=N/NC(=O)CSc1nnc(SCc2ccccc2)s1)=C\c1ccco1	?	-6%	27%	-1%	i
40	O=C(NCc1ccccc1)C1C(c2ccc3c(c2)OCO3)=Nc2ccccc2N1C(=O)c1ccco1 (stereo not drawn)	?	?	37%	nt	i
41	O=C(NCc1ccc(Cl)cc1)C1C2C=CC3(CN(Cc4cccnc4)C(=O)C13)O2 (stereo not drawn)	-13%	7%	8%	1%	i
42	COc1ccc(S(=O)(=O)N2CCC(NC(=O)c3cccnc3)CC2)cc1	1%	-6%	-5%	3%	i

no.	Abeta rescue	PTHR1 agonist	aSyn rescue	GLP1R inv ag
31	27%	-10%	5%	?
32	-12%	-2%	-19%	?
33	-20%	i	3%	-21%
34	1%	i	1%	3.2µM*
35	27%	-12%[57.5 µM]	0%	1%
36	-17%	i	0%	0%
37	-2%	-20%	1%	0%
38	-5%	-8%	4%	11%[0.307 µM]
39	15%	-4%	0%	?
40	20%	-38%[inhibitor]	8%	?
41	3%	i	-2%	7%
42	19%	i	1%	7%

Structures above containing a Cl atom, in the order listed:
no.	Compound	TDP43 rescue	HEK293 tox	FUS yeast rescue	MmCpn inh	pAkt inh
10	O=C(NCc1ccc(Cl)cc1)C1CCN(S(=O)(=O)c2ccccc2)CC1	7%&10%	-5%&9%	10%&-13%	3%	i
17	Cc1cccc(Cl)c1NC(=O)NCCCN1CCCCC1C (stereo not drawn)	24%	-10%	-10%	nt	i
23	O=C(CN1C(=O)COc2ccc(S(=O)(=O)NC3CCCC3)cc21)Nc1ccc(Cl)cc1	16%	-10%	-12%	nt	nt
25	COCCNC(=O)C1(C)CCN(Cc2csc(-c3ccc(Cl)cc3)n2)C1 (stereo not drawn)	6%	2%	-5%	nt	i
37	COc1cc(S(=O)(=O)NCCOC23CC4CC(CC(C4)C2)C3)c(OC)cc1Cl	-23%	5%	nt	-2%	i
41	O=C(NCc1ccc(Cl)cc1)C1C2C=CC3(CN(Cc4cccnc4)C(=O)C13)O2 (stereo not drawn)	-13%	7%	8%	1%	i

no.	Abeta rescue	PTHR1 agonist	aSyn rescue	GLP1R inv ag
10	19%&-5%	-24%&-90%	-3%	?
17	-18%	-12%	-6%	-2%
23	-5%	-5%	nt	?
25	-14%	i	13%	-20%
37	-2%	-20%	1%	0%
41	3%	i	-2%	7%
